RBX1-CUL1 inh: inhibitors of human ROC1-CUL1 ubiquitin ligase activity; AID 1347404, 2020; 140,000 compounds, 0.6% hits; in vitro K48 di-Ub FRET, acceptor:donor ratio, 45 min; E3 ubiquitin-protein ligase RBX1 (Homo sapiens) + Cullin-1 (Homo sapiens), P62877+Q13616; inhibition, % at 10 µM; in the data active = inhibition above about 25%
Target sequence (P62877 whole entry, looked up): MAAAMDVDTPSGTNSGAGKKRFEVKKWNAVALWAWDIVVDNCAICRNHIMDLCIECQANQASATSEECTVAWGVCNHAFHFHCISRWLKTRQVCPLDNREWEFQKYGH
Target sequence (Q13616 whole entry, looked up): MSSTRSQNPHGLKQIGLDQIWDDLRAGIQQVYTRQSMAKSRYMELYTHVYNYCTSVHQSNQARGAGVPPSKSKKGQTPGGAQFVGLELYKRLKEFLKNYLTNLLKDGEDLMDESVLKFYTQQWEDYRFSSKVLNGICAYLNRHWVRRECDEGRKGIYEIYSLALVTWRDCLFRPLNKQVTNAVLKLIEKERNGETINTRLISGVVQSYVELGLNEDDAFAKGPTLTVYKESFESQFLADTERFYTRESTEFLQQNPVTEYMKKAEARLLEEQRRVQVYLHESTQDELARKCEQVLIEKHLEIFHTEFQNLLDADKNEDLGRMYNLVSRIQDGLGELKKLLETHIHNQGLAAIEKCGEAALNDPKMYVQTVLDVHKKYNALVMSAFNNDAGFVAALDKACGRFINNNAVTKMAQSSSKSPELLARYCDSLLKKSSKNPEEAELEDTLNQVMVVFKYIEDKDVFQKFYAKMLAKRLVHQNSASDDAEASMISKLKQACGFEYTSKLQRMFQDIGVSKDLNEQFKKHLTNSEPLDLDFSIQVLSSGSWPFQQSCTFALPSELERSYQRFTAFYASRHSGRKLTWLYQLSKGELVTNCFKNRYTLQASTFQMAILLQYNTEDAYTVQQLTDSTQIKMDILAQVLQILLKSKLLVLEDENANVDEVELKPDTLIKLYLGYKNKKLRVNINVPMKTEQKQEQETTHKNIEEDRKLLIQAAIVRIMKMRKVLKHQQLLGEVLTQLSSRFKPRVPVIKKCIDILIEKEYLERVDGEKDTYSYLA
Starred values were filed as active, the others as inactive. The list is partial. The share of hits here may be higher or lower than overall.

RBX1-CUL1 inh,compound
9,COc1ccc(-c2[nH]ncc2CN2CCSCC2)c(F)c1
-6,COc1ccc2c(c1)c(=O)c(C(=O)c1ccc(C)cc1)cn2Cc1ccccc1F
-11,COc1ccc(-n2c(SCC(C)O)nc3sc4c(c3c2=O)CCC(C)C4)cc1 (stereo not given)
-1,Cc1ccc(OCCn2c(=N)n(CCO)c3ccccc32)cc1
0,CC(=O)Nc1ccc(NC(=O)Cn2cc3c(n2)CCCCC3)cc1
-3,C=CCOc1ccc(/C=N/NC(=O)C(NC(=O)COc2ccc3c(c2)CCCC3)C(C)C)cc1OC (stereo not given)
6,Cc1noc(C)c1Cn1ncc(N2CCOC(CCN)C2)cc1=O (stereo not given)
-8,c1ccc(-c2cccc3c4ccccc4c4ccccc4c23)cc1
6,CC(=O)c1ccccc1C(=O)N1CCCC(N2CCN(c3ccccc3F)CC2)C1 (stereo not given)
7,O=C(Nc1ccccc1C(=O)N1CCOCC1)c1ccc(CSc2ccccc2)cc1
6,CCC1CN(C(=O)c2cccc(Cn3cccn3)c2)Cc2ccc(Cl)cc2O1 (stereo not given)
9,Cc1cccc(C(=O)Nn2c(C)ccc2C)c1
2,Nc1ccccc1C(=O)N/N=C/c1cc(Cc2ccccc2Cl)ccc1O
5,COC(=O)c1ccc(NC(=O)c2cc(S(=O)(=O)N3CCc4ccccc43)cn2C)cc1
4,O=C(O)c1ccc(COc2ccc(/C=N/NC(=O)C(O)(c3ccccc3)c3ccccc3)cc2)cc1
-1,CC(C)c1ccc(CNc2nc(-c3ccco3)nn2C(=O)c2ccc([N+](=O)[O-])cc2)cc1
-4,Brc1ccc(C=Nc2nc3ccccc3n2Cc2ccccc2)cc1
-7,CCOC(=O)C1CCN(S(=O)(=O)c2ccc(Cl)s2)CC1
-4,S=C1OC(c2ccccc2)c2ccccc21 (stereo not given)
6,Cc1ccccc1-c1nc(CS(=O)(=O)CC(=O)NCCc2ccccc2)c(C)o1
-9,CCN1CCC(=NNC(=O)CC23CC4CC(CC(C4)C2)C3)CC1
1,Cc1c(NC(=O)C(C)(C)C)cccc1-c1nc2ccccc2s1
-2,COc1ccc(OC(=O)c2ccc(C)c(Br)c2)cc1
1,COc1ccc(-c2cc(C(=O)O)c3cc(C)cc(C)c3n2)c(OC)c1
1,O=C(CN1CCOCC1)Nc1cc(Cl)cc(Cl)c1
-4,O=C(Nc1ccc(Br)cc1)C1Cc2ccccc2CN1S(=O)(=O)c1cccs1 (stereo not given)
1,COc1ccc(OC)c(S(=O)(=O)NCC(c2ccc(N(C)C)cc2)N2CCOCC2)c1 (stereo not given)
2,N#CCC(=O)N1CCN(C/C=C/c2ccccc2)CC1
13,CC12CCC(C(=O)NCCCNC(=O)C34CCC(C)(C(=O)O3)C4(C)C)(OC1=O)C2(C)C
2,CCc1cccc(NC(=O)CSC2=Nc3ccccc3N=C(c3ccc(F)cc3)C2)c1
-9,Cc1ccc2c(c1)N(C(=O)NCc1ccccc1)CCO2
6,Cc1ccc(C=Nc2ccc(Nc3ccccc3)cc2)s1
2,Cc1cccc(N2CCN(C(=O)c3ccc4nc(N5CCC(C)CC5)sc4c3)CC2)c1C
6,Cc1cccc(OCC(=O)Nc2nnc(S(=O)(=O)N3CCCCCC3)s2)c1
-7,Cc1ccc(NC(=O)CC(c2ccccc2)c2ccccc2)c(O)c1
9,Cn1c(=O)c2c(-c3ccccc3Br)n(C(C)(C)C)cc2n(C)c1=O
3,Cc1cc(C)c(NC(=O)c2sccc2C)c(C)c1
9,COc1ccc(CCN2CCC(CN(C)C(=O)Cn3cncn3)CC2)cc1
6,Clc1ccccc1-c1nnc2sc(-c3cccnc3)nn12
6,Cc1ccc(C)c(Cn2c(C(=O)O)c(CNCc3cccs3)c3ccccc32)c1
8,Cc1ncc2c(c1-c1noc(-c3cnc(-c4ccccn4)nc3)n1)CCNC2
2,Cc1ccc(N(C)S(=O)(=O)c2nnc(NC(=O)c3ccco3)s2)cc1
7,CC(CN1C(C)CCCC1C)OC(=O)c1cccc(F)c1 (stereo not given)
7,CSc1cccc(NC(=O)CC(C)C)c1
-1,C=CCN1N=C(C)Cn2c1nc1c2c(=O)n(CCC(C)C)c(=O)n1C
0,Cc1ccc(Cn2c(CCCO)nc3ccccc32)cc1
3,OCc1csc(Br)c1-c1c(CO)csc1Br
-8,CC(=O)n1c(Nc2ccccc2)nnc1C(N)=O
-13,CCc1ccc(C(=O)CSc2nnc(-c3ccccc3Br)o2)cc1
-5,CN(C)C1(CNC(=O)c2coc(COc3ccccc3)n2)CCCCC1
-1,Cc1cc(C)c2c(=O)cc(C(=O)NCc3ccc(S(N)(=O)=O)cc3)oc2c1
9,CSCCC(=O)N1CCC2(CCCN(Cc3ccccc3F)C2=O)C1 (stereo not given)
2,CCSc1ccc(C(=O)N2CCCC2c2ccc(C(=O)NC)s2)s1 (stereo not given)
-2,CCCCN1C(=O)C2(OCCCO2)c2cccc(C)c21
15,COc1ccccc1OCCCCc1c(C)n[nH]c1C
0,O=C(COc1ccc(F)cc1)Nc1ccc(OCc2cc(=O)n3ccsc3n2)cc1

Further entries follow.
RBX1-CUL1 inh,compound
5,CS(=O)(=O)N1CCN(c2ccccc2NC(=O)c2cccc(F)c2)CC1
8,O=C(CCN1C(=O)c2ccccc2S1(=O)=O)Nc1ccccc1Br
5,COc1ccccc1OCc1nnc(-c2ccccc2)o1
-6,Cc1ccc(-n2c(=O)c3c(c4cc(C)ccc4n3C)n(CC(=O)Nc3c(C)cccc3C)c2=O)cc1
15,Cn1c(=O)n(C)c2cc(NC(=O)c3ccc(N4CCOCC4)cc3)ccc21
-2,COc1ccc2nc3sc(C(=O)Nc4ccccc4F)cc3cc2c1
-4,CCOc1cc(C)c(S(=O)(=O)n2ccnc2)cc1C
-6,Clc1ccc(N2CCN(c3ncnc4c3nc3n4CCCC3)CC2)cc1
5,CCCn1c(-c2cccc(Br)c2)nc2ccccc21
-2,COc1ccc2c(c1)OC(C)CN(Cc1cc(OC)c3c(c1)OCO3)C2 (stereo not given)
9,O=C(COc1ccc(C2CCCCC2)cc1)Nc1ccccc1F
1,OC(Cc1ccccc1)c1ccc2c(c1)CN(Cc1ccc3nsnc3c1)CCO2 (stereo not given)
4,COc1ccc(S(=O)(=O)N2CCCCC2)cc1C(=O)Nc1ccncc1
-17,Cc1ccc(C)c(NC(=O)CC2NC3CCCCC3NC2=O)c1 (stereo not given)
5,COc1ccc(NC(=O)c2cccs2)cc1
-2,CC1CCc2c(sc(NC(=O)C(C)(C)C)c2C(=O)Nc2ccc(Cl)cc2)C1 (stereo not given)
3,O=C(c1cn(Cc2cccc3ccccc23)nn1)N1CCC(N2CCSCC2)CC1
2,COc1ccc(CC(=O)Nc2cc(-c3nc4cccnc4s3)ccc2C)cc1
0,Cc1ccccc1OCCSc1nnc(-c2ccc([N+](=O)[O-])cc2)o1
-6,CCC1CCc2c(sc(NC(=O)C3c4ccccc4Oc4ccccc43)c2C#N)C1 (stereo not given)
-1,CCCc1ccc(Oc2c(C(F)(F)F)oc3cc(OC(C)=O)ccc3c2=O)cc1
4,O=C(CCN1Cc2ccccc2OC(c2ccccc2)C1)NCC1(N2CCOCC2)CCCC1 (stereo not given)
6,COc1ccc(NC(=O)c2c(-c3ccc(C)cc3)nnc3ccccc23)cc1OC
-2,Cc1ccn2cc(C(=O)N3CCC(Cn4cc(C(C)O)nn4)CC3)nc2c1 (stereo not given)
-3,Cc1ccc(C(=O)Nc2ccc(C)cc2NC(=O)c2ccc(C)cc2)cc1
3,COc1ccc(Cl)cc1C(=O)NC1CCCCC1
-1,COc1cccc(-c2ccnc3c2c(=O)n(C)c(=O)n3C)c1
-9,CCN1C(=O)C(c2[nH][nH]c(=O)c2C2=c3ccccc3=NC2=O)C(=O)c2ccccc21 (stereo not given)
-4,Nc1ccc(N2CCN(C(=O)c3cc4ccccc4o3)CC2)cc1
15,C=CCNC(=O)c1ccc(OCCC)c(Br)c1
-2,Cc1cccc(C)c1OCCNC1CCCC1
0,CC(=O)c1ccc(NC(=O)CSc2nccn2Cc2ccc3c(c2)OCO3)cc1
-3,O=C(Cn1c(=O)c2nnc(-c3ccc(Cl)cc3)n2c2ccccc21)c1ccccc1
-6,COc1ccc(C)cc1NC(=O)C(=O)NCCc1sc(-c2ccc(Cl)cc2)nc1C
18,Cc1cccc(N2CCN(C(=O)CN3CCSc4ccccc43)CC2C)c1 (stereo not given)
-2,O=C(c1cn[nH]c1-c1ccccc1F)N1CCCC(Nc2ccccc2)C1 (stereo not given)
-1,O=C1N(CC2CCCCC2)CCCC1(O)CNC1CCC1 (stereo not given)
10,C=CCn1c(SCC(=O)N2CCOCC2)nc2scc(-c3ccccc3Cl)c2c1=O
12,CC(=O)Nc1ccc(N2CC(C(=O)N3CCCC(C)C3)CC2=O)cc1 (stereo not given)
11,CC(C)(C)c1ccc(CN2CCCn3c2nc2ccccc23)cc1
3,CCC(=O)N1CCc2cc(S(=O)(=O)NC(CC(C)C)C(=O)NCCc3cccc(C)c3)ccc21 (stereo not given)
2,O=C(CSc1nccn1Cc1ccccc1)NCc1ccc(F)cc1
-11,O=C(Oc1ccc2cc(Br)ccc2c1)C1CC1
5,COC(=O)c1cccc(-n2c(C)cc(/C=C3\SC(=O)N(c4ccc(Cl)cc4)C3=O)c2C)c1
7,Clc1ccc(Sc2nnnn2-c2ccccc2)cc1
-1,CC(C)(C)C1=NN2C(=Nc3sc(C(C)(C)C)n[n+]3C2c2ccccc2O)S1 (stereo not given)
-5,Cc1cccc(NC(=O)C2CCN(S(=O)(=O)c3c(C)noc3/C=C/c3ccco3)CC2)c1
-7,CCN(CC)C(=O)CSc1nc2ccc(NC(=O)CSc3nnc(-c4cccc([N+](=O)[O-])c4)n3C)cc2s1
-9,COc1ccc(OC)c(CNC(=O)c2cnc(N(C)C)nc2)c1
0,OC(c1cccs1)c1c2ccccc2cc2ccccc12 (stereo not given)
-4,O=C1CCC(CCNCc2ccccc2F)N1CC1(N2CCOCC2)CCCCCC1 (stereo not given)
-5,Cc1nn(C)c(C)c1CNC(=O)/C=C/c1ccccc1F
9,C#CC(C)(C)OCC(O)CN1C(C)(C)CC(O)CC1(C)C (stereo not given)
4,Cc1csc(NC(=O)c2ccco2)n1
4,COc1ccc(N2CCN(c3csc4ccccc4c3=O)CC2)cc1
-6,CCC(C(=O)NCCc1ccc(Cl)cc1)n1ccc2cc(S(=O)(=O)N3CCCCC3)ccc21 (stereo not given)

(continued)
RBX1-CUL1 inh,compound
-11,COC(=O)c1c(SC)nc(/C=C/c2ccccc2)[nH]c1=O
9,O=c1cc(Cc2cccs2)nc2nc(N3CCN(c4ccccc4)CC3)[nH]n12
1,CCCOc1ccc(/C=C(\C#N)C(=O)NCc2ccc(C)cc2)cc1OCC
6,COC(=O)c1cc2ccccc2c(=O)s1
9,Cc1c(CC(=O)N2CCNC(=O)CC2)c2c(n1CC(C)C)CC(C)(C)CC2=O
5,Cc1cc(I)ccc1NC(=O)C(C(C)C)N1C(=O)c2ccccc2C1=O (stereo not given)
1,O=C(C1CCCCC1)N1CCN(S(=O)(=O)c2cccs2)CC1
-4,Cc1cc(C)c(C)c(S(=O)(=O)n2ccnc2C(C)C)c1C
-2,CCOC(=O)CC(NC(=O)c1cc2c(=O)n3cccc(C)c3nc2s1)c1ccc(OCC)c(OC)c1 (stereo not given)
-8,Cc1ccc(C(=O)c2oc3ccccc3c2NC(=O)COc2ccc(C(C)C)cc2)cc1
-10,Fc1ccccc1Sc1ccccc1CNC1=NCCN1
-6,CC(=O)C1=NN(c2ccc([N+](=O)[O-])cc2)C2(S1)SC(c1ccc(Br)cc1)(c1ccc(Br)cc1)c1ccccc12 (stereo not given)
-7,COc1ccc(-c2nnc(C3CCN(C(=O)c4ccccc4F)CC3)o2)cc1
5,Cc1ccc(S(=O)(=O)Nc2ccc(S(=O)(=O)NC(C)(C)C)cc2)cc1
2,CCNC(=O)Cc1coc2ccc(C(C)(C)C)cc12
-5,CCOCCCNC(=O)Cn1cc2c(n1)-c1c(oc(C(=O)N3CCCC3)c1C)CC2
-3,COc1ccc(OCc2cc(C(=O)N3CCSCC3)n[nH]2)c(Cl)c1
-8,CC(=O)OC(OC(C)=O)c1cccc(-c2nnc(-c3cccc(C(OC(C)=O)OC(C)=O)c3)o2)c1

Exported with tabs: 18 of the compounds above.
Compound	RBX1-CUL1 inh
Cc1csc(NC(=O)c2ccco2)n1	4
COc1ccc(N2CCN(c3csc4ccccc4c3=O)CC2)cc1	4
CCC(C(=O)NCCc1ccc(Cl)cc1)n1ccc2cc(S(=O)(=O)N3CCCCC3)ccc21 (stereo not given)	-6
COC(=O)c1c(SC)nc(/C=C/c2ccccc2)[nH]c1=O	-11
O=c1cc(Cc2cccs2)nc2nc(N3CCN(c4ccccc4)CC3)[nH]n12	9
CCCOc1ccc(/C=C(\C#N)C(=O)NCc2ccc(C)cc2)cc1OCC	1
COC(=O)c1cc2ccccc2c(=O)s1	6
Cc1c(CC(=O)N2CCNC(=O)CC2)c2c(n1CC(C)C)CC(C)(C)CC2=O	9
Cc1cc(I)ccc1NC(=O)C(C(C)C)N1C(=O)c2ccccc2C1=O (stereo not given)	5
O=C(C1CCCCC1)N1CCN(S(=O)(=O)c2cccs2)CC1	1
Cc1cc(C)c(C)c(S(=O)(=O)n2ccnc2C(C)C)c1C	-4
CCOC(=O)CC(NC(=O)c1cc2c(=O)n3cccc(C)c3nc2s1)c1ccc(OCC)c(OC)c1 (stereo not given)	-2
Cc1ccc(C(=O)c2oc3ccccc3c2NC(=O)COc2ccc(C(C)C)cc2)cc1	-8
Fc1ccccc1Sc1ccccc1CNC1=NCCN1	-10
CC(=O)C1=NN(c2ccc([N+](=O)[O-])cc2)C2(S1)SC(c1ccc(Br)cc1)(c1ccc(Br)cc1)c1ccccc12 (stereo not given)	-6
COc1ccc(-c2nnc(C3CCN(C(=O)c4ccccc4F)CC3)o2)cc1	-7
Cc1ccc(S(=O)(=O)Nc2ccc(S(=O)(=O)NC(C)(C)C)cc2)cc1	5
CCNC(=O)Cc1coc2ccc(C(C)(C)C)cc12	2

Screens deposited in PubChem by Icahn School of Medicine at Mount Sinai.
